Vc quorum ag – inducers of Vibrio cholerae quorum light production without autoinducers, primary screen, BH1578 luxS cqsA deficient, single point | activation, % at 18.7 µM | V. cholerae BH1578 lux reporter, luminescence, 6 h | 350,000 compounds, 0.16% hits; in the data active = activation mostly above about 9.7%, no sharp cut-off; also: not every result past the cut was called active; inactives centre near 0; reference of the scale not given here
PfHsp40 rescue – rescue of yeast from PfHsp40 toxicity, primary screen, S. cerevisiae, ATP luminescence; S. cerevisiae expressing PfHsp40, growth rescue; growth rescue, % at 12.5 µM; 340,000 compounds, 0.68% hits; in the data active = growth rescue above about 28%, passing the limit was not always enough;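 also: yeast W303a lacking pdr1 and pdr3 grown in galactose medium; growth measured after three days at 30 °C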
Rv3671c protease – Rv3671c serine protease inhibitors, primary screen, biochemical, fluorescence polarization, M. tuberculosis H37Rv | 320,000 compounds, 0.048% hits | P9WHR9 | inhibition, % at 5.96 µM; in the data active = inhibition above about 38%;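 also: extracellular domain of Rv3671c used as enzyme; 0% = enzyme with DMSO and 100% = no enzyme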
Target sequence (P9WHR9 whole entry, looked up, the tested form may be a part): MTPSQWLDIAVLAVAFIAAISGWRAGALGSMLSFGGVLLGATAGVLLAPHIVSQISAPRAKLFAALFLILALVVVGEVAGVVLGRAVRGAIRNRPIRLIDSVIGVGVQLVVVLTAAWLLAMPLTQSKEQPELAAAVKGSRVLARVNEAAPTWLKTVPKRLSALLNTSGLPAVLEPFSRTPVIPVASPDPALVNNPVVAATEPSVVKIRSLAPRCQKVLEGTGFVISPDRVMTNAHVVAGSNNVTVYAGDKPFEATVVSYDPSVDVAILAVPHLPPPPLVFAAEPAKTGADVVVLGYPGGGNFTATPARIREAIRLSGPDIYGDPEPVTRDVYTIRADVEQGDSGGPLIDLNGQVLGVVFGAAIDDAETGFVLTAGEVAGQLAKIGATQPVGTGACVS
TcdB inh – TcdB glycohydrolase inhibitors, primary screen, biochemical, single point, plate reader; 350,000 compounds, 0.24% hits; TcdB glycohydrolase enzymatic assay; inhibition, % at 9.99 µM; Toxin B (Clostridioides difficile), P18177; in the data active = inhibition above about 10%
Anthrax LF prot – Bacillus anthracis LF protease inhibitors, primary screen, biochemical, multiplex microsphere, MLPCN library | multiplex microsphere protease cleavage assay | Lethal factor (Bacillus anthracis), P15917 | AID 588501, 2011 | 360,000 compounds, 0.12% hits | inhibition, % at 10 µM; in the data active = inhibition above about 30%; also: plate controls were buffer without enzyme for full effect and enzyme alone for no effect
MazF activator – activators of E. coli MazEF toxin-antitoxin RNase, primary screen, biochemical, fluorescence, uHTS | Endoribonuclease toxin MazF (Escherichia coli (strain K12)), P0AE70 | 350,000 compounds, 0.32% hits | activation, % at 20 µM | FAM/BHQ RNA-DNA oligo cleavage fluorescence, 5 h; in the data active = activation above about 50%
Target sequence (P0AE70 whole entry, looked up): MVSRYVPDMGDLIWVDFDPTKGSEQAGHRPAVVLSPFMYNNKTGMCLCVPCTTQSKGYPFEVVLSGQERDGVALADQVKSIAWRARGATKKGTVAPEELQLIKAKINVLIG
Yp Topo-I inh – Yersinia pestis topoisomerase I inhibitors, primary screen, biochemical, cleavage product accumulation, plate reader, single point | activity, % at 10 µM | Y. pestis Topo-I cleavage product accumulation | 360,000 compounds, 0.064% hits | DNA topoisomerase I (Yersinia pestis CO92); in the data active = activity above about 50%, passing the limit was not always enough; also: inactives centre near 2
SSB-PriA inh – inhibitors of Klebsiella pneumoniae PriA binding to SSB C-terminal tail, primary screen, biochemical, AlphaScreen; PriA–SSB C-terminal tail interaction (Klebsiella pneumoniae); AlphaScreen SSBct-PriA binding, biotinylated peptide; inhibition, % at 33 µM; 430,000 compounds, 0.6% hits; in the data active = inhibition mostly above about 37%, no sharp cut-off; inactive = mostly below about 20%;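 also: plate controls were negative control peptide for no effect and reference peptide for full effect; strong numbers were not always called active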
SARS 3CLpro inh – SARS-CoV 3CLpro protease inhibitors, primary screen, biochemical, quenched FRET. Replicase polyprotein 1ab (Severe acute respiratory syndrome coronavirus), P0C6X7. inhibition, % at 6 µM. recombinant SARS-CoV 3CLpro, quenched FRET peptide cleavage. AID 1706, 2009. 290,000 compounds, 0.14% hits; in the data active = inhibition above about 12%
DUSP3 inh – VHR1 phosphatase inhibitors, primary screen, biochemical, absorbance, uHTS | 290,000 compounds, 0.52% hits | Dual specificity protein phosphatase 3 (Homo sapiens), P51452 | AID 1654, 2009 | recombinant VHR phosphatase, pNPP absorbance | inhibition, % at 13.3 µM; in the data active = inhibition above about 50%; also: some compounds called inactive have numbers as strong as hits
Target sequence (P51452 whole entry, looked up): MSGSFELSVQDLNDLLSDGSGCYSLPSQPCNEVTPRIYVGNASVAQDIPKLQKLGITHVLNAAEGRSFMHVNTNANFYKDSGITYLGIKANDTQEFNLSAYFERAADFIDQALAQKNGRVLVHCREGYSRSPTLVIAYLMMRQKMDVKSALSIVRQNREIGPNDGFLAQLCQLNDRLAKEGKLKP
Starred values were filed as active, the others as inactive; & = joins results of further samples.

For CN(C)C(=O)c1ccc(-c2nnc(NCc3ccccc3)c3ccccc23)cc1 the results were Vc quorum ag -0.4, PfHsp40 rescue 1.3, Rv3671c protease 1, Anthrax LF prot 0, MazF activator -3, Yp Topo-I inh -2, SSB-PriA inh -4, SARS 3CLpro inh 0 and DUSP3 inh 18.
Screening CCn1c(=O)c2sccc2n(Cc2ccccc2)c1=O returned Vc quorum ag 2.3, PfHsp40 rescue -2.4, Rv3671c protease 3, Anthrax LF prot -11, MazF activator 3, Yp Topo-I inh 2, SSB-PriA inh -3, SARS 3CLpro inh -2 and DUSP3 inh 4.
Fc1ccccc1OCCSc1nc2ccccc2o1 was read as Vc quorum ag inactive, PfHsp40 rescue -0.8, Rv3671c protease 0, Anthrax LF prot 0, MazF activator -8, Yp Topo-I inh 14, SSB-PriA inh -179, SARS 3CLpro inh 0 and DUSP3 inh 23.
Screening CCn1ncc(CN2CCC(Oc3ccc(C(=O)N4CCCC4)cc3)CC2)c1C returned Vc quorum ag -0.1, PfHsp40 rescue 0.6, Rv3671c protease 4, TcdB inh 1.8, Anthrax LF prot -1, MazF activator 1, Yp Topo-I inh 2, SSB-PriA inh 9, SARS 3CLpro inh 1 and DUSP3 inh 8.
Screening C[C@H]1COC(=O)CCCC/C=C\C[C@H](CC(=O)N(CCO)Cc2ccccc2)C(=O)N1 returned Vc quorum ag inactive, PfHsp40 rescue 0.6, Rv3671c protease 3, TcdB inh -7.4, Anthrax LF prot -3, MazF activator 4, Yp Topo-I inh 7 and SSB-PriA inh 12.
For Cc1ccnn1CCC(=O)N1CCCC(Nc2ccc(F)c(F)c2)C1 (stereo unspecified) the results were Vc quorum ag -0.2, PfHsp40 rescue -0.2, Rv3671c protease -13, TcdB inh 0.7, Anthrax LF prot 6, MazF activator -6, Yp Topo-I inh 3, SSB-PriA inh 3, SARS 3CLpro inh -10 and DUSP3 inh 9.
COc1cccc(/C=N/Nc2snc(SC)c2C#N)c1 was read as Vc quorum ag inactive, PfHsp40 rescue -0.4, Rv3671c protease 8, Anthrax LF prot -8, MazF activator 0, Yp Topo-I inh -13, SARS 3CLpro inh 0 and DUSP3 inh 21.
Screening COCc1c(C(=O)Nc2nnc(C3CC3)s2)oc2ccccc12 returned Vc quorum ag inactive, TcdB inh -4.7, Anthrax LF prot 0, MazF activator -2 and Yp Topo-I inh -5.
Screening COc1ccc(-c2noc(-c3ccccc3C(=O)NCC3CCCO3)n2)cc1 (stereo unspecified) returned Vc quorum ag 0.6, PfHsp40 rescue -0.1, Rv3671c protease -2, TcdB inh 0.4, Anthrax LF prot 0, MazF activator 9, Yp Topo-I inh 0, SSB-PriA inh 0, SARS 3CLpro inh 6 and DUSP3 inh 3.
`COc1cccc(C(O)c2nc(-c3cnn(C)c3)cs2)c1` (stereo unspecified) gave Vc quorum ag 0.3, TcdB inh -2.1, Anthrax LF prot 0 and Yp Topo-I inh 9.
CCOC(=O)NC(=O)COC(=O)CCCc1nc2ccccc2s1 was read as Vc quorum ag inactive, PfHsp40 rescue 0.8, Rv3671c protease 1, TcdB inh -0.5, Anthrax LF prot 2, MazF activator 4, Yp Topo-I inh -1, SSB-PriA inh 2, SARS 3CLpro inh 1 and DUSP3 inh 7.
`O=C(COC(=O)c1ccc(F)cc1F)Nc1ccc2[nH]c(=O)[nH]c2c1` gave Vc quorum ag inactive, PfHsp40 rescue -0.3, Rv3671c protease 5, TcdB inh 1.6, Anthrax LF prot -2, MazF activator 6, Yp Topo-I inh -7, SSB-PriA inh -13, SARS 3CLpro inh 2 and DUSP3 inh -2.
Screening COc1cccc(/C=C2\SC(=S)N(CCC(=O)NNC(=O)c3ccccc3OC)C2=O)c1 returned Vc quorum ag -0.2, PfHsp40 rescue -0.9, Rv3671c protease 3, TcdB inh 0.0, Anthrax LF prot 10, MazF activator -1, Yp Topo-I inh 24, SSB-PriA inh -17, SARS 3CLpro inh 1 and DUSP3 inh 22.
`O=S(=O)(c1ccc(=S)[nH]c1)N1CCCCCC1` gave Vc quorum ag inactive, PfHsp40 rescue -0.9, Rv3671c protease -7, TcdB inh 0.7, Anthrax LF prot -8, MazF activator -3, Yp Topo-I inh 6 and SSB-PriA inh -6.
`FC(F)(F)c1cc(-c2ccco2)nc(NCc2ccccc2)n1` gave PfHsp40 rescue 0.1, Rv3671c protease -1, Anthrax LF prot 8, MazF activator -2, Yp Topo-I inh 0, SSB-PriA inh -19, SARS 3CLpro inh 2 and DUSP3 inh 39.
COc1ccc2oc(C(=O)Nc3cccc(S(=O)(=O)N4CCOCC4)c3)c(C)c2c1 was read as Vc quorum ag inactive, PfHsp40 rescue -0.7, TcdB inh 2.0, Anthrax LF prot -4, MazF activator 5, Yp Topo-I inh 11 and SSB-PriA inh -11.
For C[N+](C)(CCCCCC[N+](C)(C)CCCN1C(=O)c2cccc3cccc(c23)C1=O)CCCN1C(=O)c2cccc3cccc(c23)C1=O the results were Vc quorum ag -2.8, PfHsp40 rescue -1.1, Rv3671c protease 1, Anthrax LF prot 2, MazF activator 2, Yp Topo-I inh -14 and SSB-PriA inh -5.
`Cc1ccc(C2=Nc3ccccc3N=C(c3ccco3)C2)c(O)c1` gave Vc quorum ag -17, PfHsp40 rescue 0.8, Rv3671c protease 3, Anthrax LF prot -5, MazF activator 12, Yp Topo-I inh 1, SSB-PriA inh -12, SARS 3CLpro inh 0 and DUSP3 inh 27.
CSc1ccccc1C(=O)N1CCc2ccc(NC(=O)c3ccccn3)cc2C1 was read as Vc quorum ag -0.3, TcdB inh 1.6, Anthrax LF prot -2, MazF activator 3 and Yp Topo-I inh 17.
CCc1cc2c3c(c(=O)oc2cc1OC(C)C(=O)O)CCCC3 (stereo unspecified) was read as Vc quorum ag inactive, PfHsp40 rescue -0.1, Rv3671c protease -1, TcdB inh 0.9, Anthrax LF prot 9, MazF activator -6, Yp Topo-I inh 9, SSB-PriA inh -1, SARS 3CLpro inh 4 and DUSP3 inh 7.
CCC(=O)Nc1cc(C)c(OC)c(C)c1 was read as Vc quorum ag -0.4, PfHsp40 rescue 0.1, Rv3671c protease 3, TcdB inh 0.7, Anthrax LF prot 0, MazF activator 1, Yp Topo-I inh -3, SSB-PriA inh 8, SARS 3CLpro inh 1 and DUSP3 inh 5.
`CCOC(=O)c1cc2occc2n1CC(=O)Nc1ccc(OC)cc1OC` gave Vc quorum ag inactive, PfHsp40 rescue -1.1, Rv3671c protease 0, Anthrax LF prot 0, MazF activator -2, Yp Topo-I inh 2, SSB-PriA inh -12, SARS 3CLpro inh 3 and DUSP3 inh 7.
For Cc1cc(C)cc(Cn2ncc(Cl)c(Cl)c2=O)c1 the results were Rv3671c protease 6, MazF activator 6, SSB-PriA inh -10, SARS 3CLpro inh 5 and DUSP3 inh -4.
`COc1ccc(NC(=O)N(C2CCCCC2)C2CCN(C(C)C)CC2)c(OC)c1` gave Vc quorum ag -2.8, PfHsp40 rescue 1.3, Anthrax LF prot -5, MazF activator 15, Yp Topo-I inh -7, SSB-PriA inh 19, SARS 3CLpro inh -5 and DUSP3 inh 10.
`COCCCN1C(=O)C(O)=C(C(C)=O)C1c1cccc(F)c1` (stereo unspecified) gave Vc quorum ag -0.3, PfHsp40 rescue -0.5, Rv3671c protease 5, Anthrax LF prot 1, MazF activator 0, Yp Topo-I inh 1, SSB-PriA inh -12, SARS 3CLpro inh -3 and DUSP3 inh 0.
For CN1C(=O)SC(Nc2ccccc2)C1=O (stereo unspecified) the results were PfHsp40 rescue -1.0, Rv3671c protease 0, TcdB inh 0.3, Anthrax LF prot 2, MazF activator 1, Yp Topo-I inh 4, SSB-PriA inh 11, SARS 3CLpro inh 0 and DUSP3 inh 9.
`COc1ccc(NCc2nn(CC(=O)c3ccc(Br)cc3)c3[n+]2CCCCC3)cc1` gave Vc quorum ag -5.2, PfHsp40 rescue 0.3, Rv3671c protease 11, TcdB inh 2.4, Anthrax LF prot -17, MazF activator 11, Yp Topo-I inh -13, SSB-PriA inh 12&37, SARS 3CLpro inh 0 and DUSP3 inh 19.
`COc1ccc(C(=O)NCc2cc(C)nc3ccccc23)cc1` gave Vc quorum ag -0.2, PfHsp40 rescue -0.5, Rv3671c protease 0, TcdB inh 0.6, Anthrax LF prot -1, MazF activator -2, Yp Topo-I inh -4, SSB-PriA inh -8, SARS 3CLpro inh 5 and DUSP3 inh -12.
`O=C(c1cc2cc(Cl)ccc2oc1=O)N1CCN(c2ccccn2)CC1` gave Vc quorum ag inactive, PfHsp40 rescue 0.4, Rv3671c protease 6, TcdB inh 2.1, Anthrax LF prot 0, MazF activator -24, Yp Topo-I inh -4, SSB-PriA inh -16, SARS 3CLpro inh 3 and DUSP3 inh 18.
`O=C(Nc1cccc(NC(=O)c2cccs2)c1)c1ccco1` gave Vc quorum ag inactive, PfHsp40 rescue -0.1, Rv3671c protease -1, Anthrax LF prot -14, MazF activator 8, Yp Topo-I inh -6, SSB-PriA inh -1, SARS 3CLpro inh -2 and DUSP3 inh 16.
COC(=O)c1sccc1NC(=O)C12CC3CC(CC(C3)C1)C2 was read as Vc quorum ag -1.7, PfHsp40 rescue -1.1, Rv3671c protease -1, Anthrax LF prot 1, MazF activator -5, Yp Topo-I inh -3, SSB-PriA inh -13 and SARS 3CLpro inh 0.
`Cc1ccc2sc(NC(=O)CSc3nc(C)cc(C)c3C#N)nc2c1` gave Vc quorum ag -1.8, PfHsp40 rescue 1.9, Rv3671c protease 4, Anthrax LF prot -1, MazF activator -2, Yp Topo-I inh -7, SSB-PriA inh -6, SARS 3CLpro inh 4 and DUSP3 inh 29.
c1ccc2[nH]c(CCN3CCCCC3)nc2c1 was read as Vc quorum ag inactive, TcdB inh 1.5, Anthrax LF prot -3, MazF activator -2 and Yp Topo-I inh 5.
Screening CN(C)c1ccc(C2/C(=C(/O)c3ccc(Br)cc3)C(=O)C(=O)N2C)cc1 (stereo unspecified) returned Vc quorum ag inactive, PfHsp40 rescue 1.3, Rv3671c protease -8, TcdB inh 1.2, Anthrax LF prot 8, MazF activator -7, Yp Topo-I inh 1, SARS 3CLpro inh -5 and DUSP3 inh 10.
CCc1ccccc1NC(=O)CN1CCN(CC(=O)Nc2cc(C)ccc2OC)CC1 was read as Vc quorum ag -0.4, PfHsp40 rescue 1.0, Rv3671c protease 3, TcdB inh 0.0, Anthrax LF prot -2, MazF activator -29, Yp Topo-I inh 1, SSB-PriA inh -24, SARS 3CLpro inh 3 and DUSP3 inh -14.

Nothing new here: an excerpt of the list.
For CN(C)C(=O)c1ccc(-c2nnc(NCc3ccccc3)c3ccccc23)cc1 the results were Vc quorum ag -0.4, PfHsp40 rescue 1.3, Rv3671c protease 1, Anthrax LF prot 0, MazF activator -3, Yp Topo-I inh -2, SSB-PriA inh -4, SARS 3CLpro inh 0 and DUSP3 inh 18.
Screening CCn1c(=O)c2sccc2n(Cc2ccccc2)c1=O returned Vc quorum ag 2.3, PfHsp40 rescue -2.4, Rv3671c protease 3, Anthrax LF prot -11, MazF activator 3, Yp Topo-I inh 2, SSB-PriA inh -3, SARS 3CLpro inh -2 and DUSP3 inh 4.
Fc1ccccc1OCCSc1nc2ccccc2o1 was read as Vc quorum ag inactive, PfHsp40 rescue -0.8, Rv3671c protease 0, Anthrax LF prot 0, MazF activator -8, Yp Topo-I inh 14, SSB-PriA inh -179, SARS 3CLpro inh 0 and DUSP3 inh 23.

Compound activity (PubChem)

Not all compounds are listed. The share of hits here may be higher or lower than overall.
